Screens (PubChem BioAssay)
CatB mix inh: inhibitors of human cathepsin B in compound mixtures; P07858; Purified cathepsin B, AMC dipeptide fluorescence; inhibition, %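 (ten-compound pools at 5 µM per compound and 50 µM total)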; hit rate 0.06% among 62,000; AID 488; in the data active = inhibition above about 22%, passing the limit was not always enough;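 also: 0% = enzyme without compound and 100% = no enzyme blank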
CatB inh: inhibitors of human cathepsin B. purified cathepsin B, fluorogenic substrate, fluorescence. inhibition, %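 (tested at 10 µM)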. hit rate 0.1% among 63,000. AID 453; in the data active = inhibition above about 21%;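 also: 0% = enzyme with no compound and 100% = no enzyme blank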
MKP-1 inh: inhibitors of human MKP-1 phosphatase. hit rate 0.15% among 65,000. P28562. inhibition, %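 (compounds tested at a single concentration somewhere between 10 and 100 µM)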. recombinant MKP-1, OMFP hydrolysis fluorescence;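 active = inhibition above about 50%, limit read from the data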;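 also: 0% = DMSO max control wells and 100% = wells with enzyme stopped by NaOH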
Target sequence (P28562 whole entry, looked up): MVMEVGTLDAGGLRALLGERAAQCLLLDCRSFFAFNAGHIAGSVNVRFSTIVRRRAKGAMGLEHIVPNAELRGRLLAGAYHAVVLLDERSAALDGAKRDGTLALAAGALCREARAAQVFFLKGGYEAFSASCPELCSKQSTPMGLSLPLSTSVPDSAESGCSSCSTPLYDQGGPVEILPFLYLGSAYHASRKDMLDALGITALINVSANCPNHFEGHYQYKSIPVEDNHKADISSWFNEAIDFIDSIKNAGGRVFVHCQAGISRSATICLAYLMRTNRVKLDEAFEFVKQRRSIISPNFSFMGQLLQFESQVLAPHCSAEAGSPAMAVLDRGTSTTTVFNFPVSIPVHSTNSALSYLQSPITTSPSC
E coli RNAP: blocks E. coli RNA polymerase transcription | P0A8V2 | fluorescence transcription assay | inhibition, %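 (tested at 10 µM)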 | hit rate 0.2% among 62,000 | AID 559; in the data active = inhibition above about 20%;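 also: 0% = enzyme without compound and 100% = no enzyme blank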
D1 allo mod: D1 dopamine receptor (human) allosteric modulation. P21728. HEK293 D1, CRE-luciferase, dopamine EC30 potentiation; actives deviate in either direction. B-score at 10 µM. hit rate 5.9% among 58,000. AID 641;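 active = luminescence count or its row- and column-corrected plate score outside the 99.7% band of the plate's sample wells, on either side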
Target sequence (P21728 whole entry, looked up): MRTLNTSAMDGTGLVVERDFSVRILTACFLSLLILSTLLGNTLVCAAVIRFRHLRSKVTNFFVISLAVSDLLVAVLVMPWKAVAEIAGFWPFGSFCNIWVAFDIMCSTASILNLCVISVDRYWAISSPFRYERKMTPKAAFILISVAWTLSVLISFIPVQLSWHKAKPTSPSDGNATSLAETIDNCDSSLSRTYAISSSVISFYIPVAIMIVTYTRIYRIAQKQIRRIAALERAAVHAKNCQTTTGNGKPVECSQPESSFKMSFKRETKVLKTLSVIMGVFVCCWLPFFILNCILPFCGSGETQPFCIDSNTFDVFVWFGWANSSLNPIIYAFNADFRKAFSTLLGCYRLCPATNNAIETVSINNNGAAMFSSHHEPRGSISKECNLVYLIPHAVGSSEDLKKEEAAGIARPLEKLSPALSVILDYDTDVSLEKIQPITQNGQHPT
Hsp90 inh: displaces geldanamycin probe from tumor Hsp90 | hit rate 0.35% among 64,000 | NCI-N417 lysate Hsp90, Cy3B-geldanamycin FP displacement | P07900 | inhibition, % at 30 µM;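 active = inhibition above 50%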;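 also: 0% = tracer plus lysate wells and 100% = tracer alone without lysate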
Cdc25B inh: inhibitors of human Cdc25B phosphatase. P30305. recombinant Cdc25B, OMFP fluorescence Ex485/Em525. hit rate 0.1% among 65,000. AID 368. inhibition, %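 (compounds tested at 10 µM final in the well)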; in the data active = inhibition above about 50%
AP complement: alternative pathway complement inhibition, orthogonal assay; Human serum alternative complement pathway, LPS-coated ELISA, C3 deposition; tested in compound mixtures; inhibition, % at 5 µM; hit rate 0.08% among 62,000;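 active = inhibition above 30% in each of the two pooled mixtures holding the compound, so the lower value exceeds 30%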;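 also: 0% = serum in Mg-EGTA without compound and 100% = EDTA serum blank; some compounds past the cut are filed as inactive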
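Test system: human serum complement alternative pathway, C3 deposition onto LPS / Medium: Mg2+-EGTA GVB++ buffer containing human serum at 1:15 dilution / Probe or stimulus: Plate-bound LPS / Times: 1 h at 37 °C / Signal: ELISA with HRP anti-human C3 antibody, TMB substrate, absorbance 450 nm / Measure: percent inhibition / Repeats: two pool placements per compound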
Ecoli tolC: E. coli tolC mutant growth inhibition. E. coli BW25113 tolC mutant growth, OD615. growth inhibition, % at 10 µM (by protocol). hit rate 2.2% among 65,000;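 active = growth inhibition at or above a cutoff equal to the mean over every tested compound plus 3 SD, cut at about 60% in these data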;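 also: growth measured after 20 h incubation at 37 °C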
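Doses: one dose of 10 µM final / Material: E. coli BW25113 ΔtolC::kan, tolC deletion mutant strain / Buffer or medium: LB with kanamycin 50 µg/mL / Evaluation: percent growth inhibition / Detection: optical density read at 615 nm / Incubation: 37 °C, 20 h exposure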
* marks the source's active call; other numbers are inactive results; · = no result given.

SMILES	CatB mix inh	CatB inh	MKP-1 inh	E coli RNAP	D1 allo mod	Hsp90 inh	Cdc25B inh	AP complement	Ecoli tolC
CC(C)N(C(=O)Nc1ccc2nccnc2c1)C(C)C	-8	0	-2	-2	0.89	-1	1	-4	0
CCOC(=O)N1CCN(C(=O)C2CCCN(c3nc4ccc(OCC)cc4s3)C2)CC1 (stereo not drawn)	1	3	11	6	-0.11	-4	-18	26	24
Cn1nc(CC(=O)Nc2ccc3c(c2)OCCO3)c2ccccc2c1=O	-1	5	2	3	-2.5	0	-3	9	20
O=C(NC12CC3CC(CC(C3)C1)C2)N1CCN(S(=O)(=O)c2ccc(Cl)cc2)CC1	21	1	1	11	-0.0019	0	-4	2	59
CC1(C)Cc2c(sc3nc(SCC(=O)N4CCOCC4)nc(N)c23)CO1	1	2	7	-4	-0.24	·	-7	13	-3
CCCc1nc2n[nH]c(N)c2c2c1COC(C)(C)C2	·	0	-17	6	·	-2	27	·	11
CN(C(=O)C1CCOC1)c1nnc(-c2cnccn2)s1 (stereo not drawn)	1	2	-16	9	0.093	-2	-6	-11	-23
CSc1nnc2n(C)c3c(c(=O)n12)C1(CCCC1)Cc1ccccc1-3	0	4	-4	4	·	·	-11	4	20
COc1cc2cc(C(c3nnnn3C3CCCCC3)N(C)C3CCCCC3)c(=O)[nH]c2cc1OC (stereo not drawn)	0	3	38	3	2.2	0	2	-7	75*
Cc1ccc(S(=O)(=O)N(CC(O)CN(C)C)c2ccccc2)cc1 (stereo not drawn)	-14	1	-23	7	·	3	4	-15	10
O=C(NCc1ccc(Cl)cc1Cl)c1ccccn1	4	1	0	3	1.3	-4	-1	9	7
COc1ccccc1NS(=O)(=O)CC12CCC(CC1=O)C2(C)C (stereo not drawn)	1	5	-15	4	0.82	1	6	2	-6
CC1(C)CC(=O)CC(C2(O)C(=O)N(Cc3ccccc3)c3ccccc32)O1 (stereo not drawn)	6	3	-2	2	0.004	-4	-4	-18	-2
CCOC(=O)c1c(NC(=O)C2CCCN2S(=O)(=O)c2cccc3nsnc23)sc(C)c1C (stereo not drawn)	2	-5	20	2	·	-6	-2	18	23
Cc1noc(C)c1COC(=O)c1cc(C)n(-c2ccccc2)c1C	0	1	30	6	-0.7	-1	-12	0	93*
COc1ccc(NC(=O)c2ccccc2NC(=O)C2CCCO2)cc1 (stereo not drawn)	-1	3	-3	6	0.17	-3	-8	-3	-12
c1ccc(Cn2nnnc2CN2CCN(c3ncccn3)CC2)cc1	6	1	3	4	0.65	0	-10	7	-10
COc1ccc(NC(=O)C2C3CCC(C3)C2C(=O)O)cc1OC (stereo not drawn)	3	5	-8	9	0.78	7	2	12	-4
Cc1cc(-c2ccccc2)n(-c2ccc(C(=O)N3CCN(c4ncccn4)CC3)cc2)n1	2	1	2	11	·	-1	-5	7	11
COCc1[nH]nc2c1C(c1cc(OC)c(O)c(OC)c1)C(C#N)=C(N)O2 (stereo not drawn)	5	5	2	12	1	3	6	8	-18
CC1CCCC(NS(=O)(=O)c2ccc3c(c2)OCCO3)C1C (stereo not drawn)	3	1	5	1	0.53	-1	5	4	45
COc1ccc(C2C(C#N)=C(N)Oc3cc(C)n(CCN4CCOCC4)c(=O)c32)cc1OC (stereo not drawn)	·	-1	-28	-13	0.58	7	-22	·	2
CN1C(=O)Cn2c1nc1ccccc12	2	1	-24	4	-0.17	-2	2	-1	-14
NC(=O)C1(N2CCCCC2)CCN(C(=O)CSc2nc(C(F)(F)F)cc(=O)[nH]2)CC1	0	4	3	2	0.096	-7	-4	9	-8
COc1ccc(OC)c(-n2c(SCC(=O)Nc3cc(C)on3)nnc2-c2c[nH]c3ccccc23)c1	1	2	-2	3	-0.57	0	-9	11	12

Later entries
SMILES	CatB mix inh	CatB inh	MKP-1 inh	E coli RNAP	D1 allo mod	Hsp90 inh	Cdc25B inh	AP complement	Ecoli tolC
Nc1c(C(=O)Nc2ccc(F)cc2)sc2nc(-c3ccco3)ccc12	-5	11	29	9	-0.27	-9	9	0	23
CCCCOC(=O)Nc1cccc(C(C)=O)c1	2	8	4	0	0.34	1	-4	-7	-1
Cc1occc1C(=O)N1CCN(S(C)(=O)=O)CC1	-1	2	-4	4	-0.29	-2	1	8	-11
CCOC(=O)c1c(N)sc2c(NC(C)=O)cccc12	0	-3	19	10	0.65	-2	-11	8	-7
CCSC1=C(C#N)C(c2ccccc2Cl)CC(=O)N1 (stereo not drawn)	-2	5	6	3	-0.29	·	-6	8	2
O=S(=O)(Nc1nccs1)c1cc(Cl)ccc1Cl	-2	3	23	7	-0.48	-10	8	7	18
CC(=O)C1=C(C)NC(SCC(=O)c2cc(Cl)ccc2Cl)=C(C#N)C1c1ccco1 (stereo not drawn)	0	6	15	5	0.051	-11	6	21	36
CS(=O)(=O)Nc1ccccc1C(=O)NC1CC2CCC1C2 (stereo not drawn)	2	3	3	3	·	-1	-11	-2	-10
Cc1ccc(S(=O)(=O)C(C#N)c2nc3ccccc3nc2N2CCCCC2)cc1 (stereo not drawn)	6	3	27	13	-0.3	-5	-11	-4	36
CCCCS(=O)(=O)/C=C\C=C/S(=O)(=O)CCCC	1	3	16	-1	-2.4*	·	5	12	11
O=S(=O)(Nc1ncccc1O)c1ccc(Cl)cc1	3	-4	9	-1	0.071	1	-20	14	8
O=C(NCc1ccco1)C(c1ccccc1)N(CC1CCCO1)C(=O)Cn1nnc2ccccc21 (stereo not drawn)	3	-5	-12	1	-0.16	-2	-12	-1	-15
CCn1c(C)csc1=NC(=O)c1ccccc1	3	3	-4	2	-0.021	-4	-11	28	12
COc1ccc(CCNc2c(C)c(C)nc3ncnn23)cc1	3	0	-2	8	-1.3	-1	3	9	-11
CC(c1ccccc1)n1c(NCCCn2ccnc2)nc2c1c(=O)[nH]c(=O)n2C (stereo not drawn)	2	5	4	6	0.025	3	-17	-6	-8
COC(=O)c1cc2occc2n1CC(=O)Nc1ccc(C)cc1C	-1	-2	1	-2	0.4	-3	-6	22	7
O=C(Nc1ccccc1)c1ccc(S(=O)(=O)NCC2CCCO2)cc1 (stereo not drawn)	0	2	13	9	·	1	-12	-5	-11
CSc1oc(-c2ccccc2)nc1C(N)=O	4	1	22	13	1.9	0	-1	-1	-17
CCCc1cc(C(=O)Nc2ccc(C(C)=O)cc2)no1	8	8	-15	10	-2.6	-3	-11	7	-13
O=S(=O)(c1ccccc1)c1nc(-c2ccco2)oc1NCCCn1ccnc1	4	-3	3	-2	1.9	-1	-9	8	3
O=C(Nc1cccc(C(F)(F)F)c1)N1CCC(c2nc(-c3ccc(F)cc3)no2)CC1	-6	1	21	-1	-0.44	2	-3	-30	89*
CC(=O)NCCn1c(SCC(=O)NCCC2=CCCCC2)nc2ccccc2c1=O	4	9	27	6	·	-5	-12	1	-11
O=C(Cc1ccc(Br)cc1)N1CCN(c2ccccc2)CC1	0	0	-10	11	-1.1	0	-4	3	22
O=S(=O)(NCCc1cn2ccccc2n1)c1ccc2c(c1)OCCO2	2	0	9	5	0.012	-1	3	15	2
Cc1cc(C(=O)Nc2c(C)n(C)n(-c3ccccc3)c2=O)cs1	3	7	4	4	-0.0051	-4	-3	18	-4

Ordered by length of the SMILES (largest number first): 5 of the compounds above
SMILES	CatB mix inh	CatB inh	MKP-1 inh	E coli RNAP	D1 allo mod	Hsp90 inh	Cdc25B inh	AP complement	Ecoli tolC
O=C(NCc1ccco1)C(c1ccccc1)N(CC1CCCO1)C(=O)Cn1nnc2ccccc21 (stereo not drawn)	3	-5	-12	1	-0.16	-2	-12	-1	-15
O=S(=O)(c1ccccc1)c1nc(-c2ccco2)oc1NCCCn1ccnc1	4	-3	3	-2	1.9	-1	-9	8	3
O=S(=O)(NCCc1cn2ccccc2n1)c1ccc2c(c1)OCCO2	2	0	9	5	0.012	-1	3	15	2
O=S(=O)(Nc1nccs1)c1cc(Cl)ccc1Cl	-2	3	23	7	-0.48	-10	8	7	18
CSc1oc(-c2ccccc2)nc1C(N)=O	4	1	22	13	1.9	0	-1	-1	-17

Next section.
SMILES	CatB mix inh	CatB inh	MKP-1 inh	E coli RNAP	D1 allo mod	Hsp90 inh	Cdc25B inh	AP complement	Ecoli tolC
Cn1cc(S(=O)(=O)NCc2cccs2)c(=O)n(C)c1=O	0	-1	4	-2	-0.0084	-3	0	11	-7
CC(C)(C)C(=O)/C(C#N)=c1\s/c(=C\c2ccncc2)c(=O)n1CCCN1CCOCC1	1	3	24	-3	-0.46	-7	1	-1	-8
O=C(c1c[nH]c(=O)n(-c2ccccc2)c1=O)N1CCc2ccccc21	6	1	33	4	0.14	-1	3	17	-18
CCn1c(N2CCN(S(=O)(=O)c3ccccc3C(F)(F)F)CC2)nc2ccccc21	-1	1	-22	6	-1.2	1	43	3	21
CCc1nnc(NC(=O)C2CCCN2S(=O)(=O)c2ccccc2)s1 (stereo not drawn)	·	·	3	·	-0.023	-7	-12	·	4
O=C(CN1CCOc2ccccc21)NC1CCN(Cc2ccccc2)CC1	3	-6	-1	4	0.45	-5	2	15	-8
CCCS(=O)(=O)N1CCCC(C(=O)NCCN(CC)c2ccccc2)C1 (stereo not drawn)	-2	2	-4	-6	0.02	-1	11	0	-7
Cc1cc(C)n(C(=O)c2ccc(NC(=O)C3CC3)cc2)n1	-4	-1	0	-4	-0.94	1	-3	10	-6
O=C1CN(C(=O)CSc2nnc(-c3ccccc3)n2Cc2ccc3c(c2)OCO3)c2ccccc2N1	4	4	28	10	0.66	3	-7	1	12
O=C(CC1OC(=O)c2ccccc21)Nc1ccccc1N1CCOCC1 (stereo not drawn)	9	-1	4	5	-0.33	-3	-1	11	-9
Cc1ccccc1CN1C(=O)CSc2ccc(C(=O)N3CCOCC3)cc21	5	0	28	5	-0.038	2	-5	16	0
O=c1c2cc(N3CCOCC3)ccc2[nH]c(=S)n1CCCN1CCCCCC1	-1	2	0	0	-0.31	-3	-6	12	-9
CC(CC(=O)Nc1ccncc1)c1ccccc1 (stereo not drawn)	3	4	-5	4	-0.45	-1	-5	-1	15
COc1ccc(CCNC(=O)CCN2C(=O)C3CC=CCC3C2=O)cc1OC (stereo not drawn)	7	3	-9	5	0.4	-4	15	17	-20
CCCNc1nc2c(c(=O)n(C)c(=O)n2C)n1Cc1cccc(C)c1	2	1	3	-1	0.28	-4	-7	10	1
COC(=O)c1ccc(C2/C(=C(\O)c3cccc(OC)c3)C(=O)C(=O)N2CCCN(C)C)cc1 (stereo not drawn)	9	0	-18	4	·	-5	20	24	-10
CCSc1nnc(Cn2c(=O)sc3ccccc32)n1-c1ccccc1C	7	1	9	4	·	0	11	21	15
O=C(OCCN1C(=O)c2ccccc2C1=O)c1cccs1	3	9	-12	9	-0.014	-3	-3	7	1
Fc1cccc(CN2CCN(c3ncccn3)CC2)c1	3	0	7	5	-2.3	-2	-3	7	-8
CC(Sc1ccc(Br)cc1)C(N)=O (stereo not drawn)	5	2	2	2	·	-5	2	18	-2
COc1ccc(Cc2nnc(NC(=O)Cc3cccs3)s2)cc1	3	4	20	1	1.1	-14	38	13	-18
CN(C)CCNC(=O)C(C(=O)c1ccccc1)n1ccccc1=O (stereo not drawn)	1	0	-11	2	-0.073	-3	-18	8	-9
CCC(=O)N1CCCc2cc(S(=O)(=O)NCc3cccs3)ccc21	2	1	2	7	2.3	0	-7	9	1
Cc1ccc(-c2nc3ccccc3c(=O)n2CCCN2CCOCC2)cc1	29	-4	-18	1	-0.76	-5	1	19	-15

Records listed above shown as hits in D1 allo mod.
SMILES,CatB mix inh,CatB inh,MKP-1 inh,E coli RNAP,D1 allo mod,Cdc25B inh,AP complement
CCCCS(=O)(=O)/C=C\C=C/S(=O)(=O)CCCC,1,3,16,-1,-2.4*,5,12
